From PubChem
FBW7 act: FBW7 E3 ligase activators, primary screen, biochemical, AlphaScreen, human; AID 1259310, 2017; F-box/WD repeat-containing protein 7 (Homo sapiens), Q969H0; AlphaScreen FBW7–phospho-cyclin E peptide binding, activator screen; normalized activity (activation), % at 26.1 µM; actives 0.13% (n = 650,000); in the data active = normalized activity above about 1.9%;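 also: purified mutant Fbw7 with reduced substrate affinity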
TEAD-YAP block: TEAD-YAP interaction inhibition, primary screen, TEAD-YAP interaction inhibitor project, luminescence, HEK-TIYL cells | TEAD-Gal4/YAP UAS-luciferase luminescence | inhibition, % at 9.12 µM | actives 1.4% (n = 640,000); in the data active = inhibition above about 32%;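 also: 0% = median of test compound wells and 100% = reference inhibitor wells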
GPR151 activ: activators of human GPR151, primary screen, cell-based, PathHunter beta-arrestin, luminescence; G-protein coupled receptor 151 (Homo sapiens), Q8TDV0; PathHunter beta-arrestin GPR151 cells; activation, % at 11.2 µM; actives 1% (n = 650,000); in the data active = activation above about 4.9%;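 also: 0% = median of compound wells and 100% = cells with positive control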
Target sequence (Q8TDV0 whole entry, looked up): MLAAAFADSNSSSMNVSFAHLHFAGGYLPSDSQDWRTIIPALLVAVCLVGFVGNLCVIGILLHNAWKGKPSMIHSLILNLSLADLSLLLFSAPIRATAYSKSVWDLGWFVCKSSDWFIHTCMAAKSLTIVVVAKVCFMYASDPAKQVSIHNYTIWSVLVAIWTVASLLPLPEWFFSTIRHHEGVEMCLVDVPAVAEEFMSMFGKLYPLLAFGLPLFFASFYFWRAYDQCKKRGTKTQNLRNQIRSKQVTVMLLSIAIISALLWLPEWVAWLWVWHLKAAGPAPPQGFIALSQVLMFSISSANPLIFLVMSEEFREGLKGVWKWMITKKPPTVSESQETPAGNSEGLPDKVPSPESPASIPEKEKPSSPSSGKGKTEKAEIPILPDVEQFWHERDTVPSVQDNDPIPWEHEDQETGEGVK
MITF inh: MITF inhibitors, primary screen, biochemical, AlphaScreen, human; inhibition, % at 2.6 µM; Microphthalmia-associated transcription factor (Homo sapiens), O75030; actives 0.91% (n = 650,000); AlphaScreen MITF homodimerization, bead proximity signal; in the data active = inhibition above about 50%;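 also: 0% = vehicle wells with protein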
Target sequence (O75030 whole entry, looked up): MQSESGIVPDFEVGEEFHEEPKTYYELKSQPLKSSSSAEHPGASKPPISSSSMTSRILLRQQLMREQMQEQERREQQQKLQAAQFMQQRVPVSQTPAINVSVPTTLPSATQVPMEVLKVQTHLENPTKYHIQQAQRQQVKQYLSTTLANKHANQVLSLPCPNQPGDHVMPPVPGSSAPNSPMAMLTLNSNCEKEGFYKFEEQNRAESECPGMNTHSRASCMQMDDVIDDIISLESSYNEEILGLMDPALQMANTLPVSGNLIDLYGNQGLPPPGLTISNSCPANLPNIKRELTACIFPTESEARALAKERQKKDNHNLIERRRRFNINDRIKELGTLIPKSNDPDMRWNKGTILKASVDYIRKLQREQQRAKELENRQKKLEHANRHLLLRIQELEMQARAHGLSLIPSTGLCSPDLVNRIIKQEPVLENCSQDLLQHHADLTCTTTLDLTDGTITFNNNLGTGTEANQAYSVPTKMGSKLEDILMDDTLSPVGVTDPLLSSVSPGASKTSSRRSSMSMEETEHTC
* = called active by the depositor. No enrichment for hits; overall some 3.4% were active at least once.

SMILES | FBW7 act | TEAD-YAP block | GPR151 activ | MITF inh
COc1cc2c(cc1OC)C(Nc1ccc(Cl)cc1Cl)=NC(C)(C)C2 | -0.2 | -8.8 | -1.1 | 1.4
CN1C(=O)/C(=C/c2ccccc2O)NC1=S | 0.5 | 15.5 | -1.1 | 1.1
Oc1ccc(-c2ccccc2)cc1CN1CCCCCC1 | 0.0 | 0.7 | 1.2 | 5.6
Cc1cccc(N2CCN(C(=O)c3cccn4c(=O)c5ccc(Cl)cc5nc34)CC2)c1C | 0.8 | 6.6 | -1.0 | 9.5
Cc1ccc(C2=NS(=O)(=O)N(C)C(C(=O)N3CCN(c4ccccc4)CC3)=C2)cc1 | -0.3 | 6.5 | 0.6 | 4.7
CCOC(=O)C1=C(C)N=c2s/c(=C\c3ccc(OCc4ccc(Cl)cc4)c(OC)c3)c(=O)n2C1c1ccc2c(c1)OCO2 (centres undefined) | 0.0 | -23.9 | 0.4 | 3.3
O=C(CN1C(=O)c2cccc3cccc(c23)C1=O)N1CCCCCC1 | 0.1 | 8.2 | 0.4 | 2.4
NC(=O)Cn1nnc(-c2ccccc2NC(=O)c2ccccc2C(=O)O)n1 | -0.1 | -7.8 | -1.5 | -17.1
O=C(c1cccc(F)c1F)N1CCOCC1 | 0.0 | 7.1 | -0.2 | 5.5
CC(C)Oc1ccc2c3c(c(=O)oc2c1)CCC3 | 0.0 | -0.5 | 0.5 | 12.1
CC1=C(C(=O)OCc2ccccc2)C(c2ccc(C)cc2)C2=C(CC(C)(C)CC2=O)N1 (centres undefined) | 0.0 | -0.1 | 0.5 | -0.4
CCc1nc2ccccc2n1CC(O)COc1ccccc1 (centres undefined) | -0.2 | 10.5 | 0.2 | -2.7
CCOC(=O)C1=C(C)NC2=C(C(=O)CC(C)(C)C2)C1c1cccs1 (centres undefined) | 0.6 | 7.7 | -0.2 | 3.9
Cc1cc(C(C)(C)C)cc(CN2CCN(S(=O)(=O)c3cccs3)CC2)c1O | 1.0 | 9.3 | 0.9 | 13.6
CC(O)C#CCN(Cc1ccccc1)C(C)C (centres undefined) | 0.1 | 8.8 | 0.0 | -5.7
CCN(CC)C(=O)CSC1=C(C#N)C(c2ccccc2F)C(C(=O)Nc2ccccc2OC)=C(C)N1 (centres undefined) | -0.1 | -3.5 | 2.5 | -5.1
O=C(NC1CCCC1)C1CC(=O)N(C2CCCCC2)C1 (centres undefined) | 0.2 | -2.8 | 0.1 | -14.2
CC(C)[C@H](NC(=O)c1ccco1)C(=O)OCC(=O)Nc1cc([N+](=O)[O-])ccc1F | 0.1 | 7.0 | -0.8 | 10.6
Cc1sc(NC(=O)CSc2ccc(F)cc2)c(C#N)c1C | -0.1 | -9.0 | 2.4 | -1.2
N#C/C(=C/Nc1ccccc1F)c1nc(-c2ccc3c(c2)OCO3)cs1 | 0.0 | 6.6 | -1.1 | -1.5
COc1ccccc1C1(NC(=O)C2C3C=CC4(CN(C(C)C)C(=O)C24)O3)CCCC1 (centres undefined) | 0.0 | -0.8 | -1.4 | 15.5
OC1(c2ccccc2F)CN(c2ccccc2)C2=[N+]1CCCS2 (centres undefined) | 0.7 | 9.2 | 0.3 | 10.6
Cc1ccc(S(=O)(=O)NC(=O)c2ccc(Cl)nc2Cl)cc1 | 0.6 | 0.3 | 0.4 | 26.5
COc1ccc(OC)c(NC(=O)C2C3CCC(C3=C(C)C)C2C(=O)O)c1 (centres undefined) | 0.0 | -0.4 | -0.7 | 12.2

In a second layout: entries from further up.
SMILES	FBW7 act	TEAD-YAP block	GPR151 activ	MITF inh
CCN(CC)C(=O)CSC1=C(C#N)C(c2ccccc2F)C(C(=O)Nc2ccccc2OC)=C(C)N1 (centres undefined)	-0.1	-3.5	2.5	-5.1
OC1(c2ccccc2F)CN(c2ccccc2)C2=[N+]1CCCS2 (centres undefined)	0.7	9.2	0.3	10.6
CC(C)[C@H](NC(=O)c1ccco1)C(=O)OCC(=O)Nc1cc([N+](=O)[O-])ccc1F	0.1	7.0	-0.8	10.6
CCOC(=O)C1=C(C)NC2=C(C(=O)CC(C)(C)C2)C1c1cccs1 (centres undefined)	0.6	7.7	-0.2	3.9

(cont.)
SMILES | FBW7 act | TEAD-YAP block | GPR151 activ | MITF inh
CCOC(=O)c1c(C)[nH]c(C)c1C(=O)COC(=O)CN1C(=O)NC(CC)(CC)C1=O | 0.1 | -5.0 | -1.1 | 4.8
Cc1ccc([N+](=O)[O-])cc1S(=O)(=O)n1c(SCc2ccccc2F)nc2ccccc21 | -0.2 | -42.6 | 0.0 | 1.1
COc1ccc(/C=C/C2=NC(=C\c3ccco3)/C(=O)O2)cc1 | -0.1 | 5.0 | 1.3 | 3.4
CCCc1nnc(NC(=O)CSc2nnc3c4ccccc4n(CCC)c3n2)s1 | -0.1 | 12.0 | -1.0 | -8.1
FC(F)(F)c1cccc(CNc2nc(N3CCN(Cc4ccc5c(c4)OCO5)CC3)nc3c2ncn3-c2ccccc2)c1 | -0.1 | -2.9 | 2.6 | 19.6
C/C(CC(=O)C(F)(F)F)=N\NC(=O)COc1cccc(C)c1 | 0.0 | 7.4 | 0.2 | 5.6
CCc1cc2c(=O)[nH]c(Cc3ccccc3)nc2s1 | 1.2 | -1.9 | -0.4 | 19.7
OCCC1CN(Cc2cn[nH]c2-c2ccc(F)cc2)CCN1C1CCCC1 (centres undefined) | 0.3 | -2.4 | 0.3 | -21.0
COc1ccc(O)c(C=NCCc2ccccc2)c1 | 0.0 | -3.9 | -0.6 | 0.9
Cc1ccc(OCC(=O)Nc2ccccc2C(N)=O)c(Br)c1 | -0.1 | -61.5 | -0.5 | 6.3
COc1cccc(N2C(=O)c3cccnc3C2O)c1 (centres undefined) | -0.2 | 3.9 | -0.4 | -1.6
c1ccc(-n2cnc3c(NC4CC4)nc(N4CCOCC4)nc32)cc1 | -0.1 | 52.5* | 1.1 | -0.6
CCOC(=O)c1ccc(N=c2oc3c(C)ncc(CO)c3cc2C(=O)Nc2ccc(OC)cc2)cc1 | 0.1 | 8.6 | 2.2 | -0.8
N#CC1=C(N)N(c2ccc(S(N)(=O)=O)cc2)C2=C(C(=O)CCC2)C1c1ccc(Br)s1 (centres undefined) | 0.7 | -2.2 | 0.1 | 12.7
C=CCN(CC=C)S(=O)(=O)c1ccc(C(=O)Nc2nc3c(s2)CCCC3)cc1 | 0.2 | 6.8 | 0.0 | 9.2
COc1ccc(C(=O)Nc2cccc(C)n2)c(OC)c1OC | 0.0 | -22.5 | -1.0 | 7.1
CC1(C)CC(=O)C2=C(C1)OC1=C(C(=O)CC(C)(C)C1)C21C(=O)Nc2ccccc21 | -0.1 | 0.3 | 0.6 | 2.0
CCCCc1cc(=O)oc2c(OC)c(OC)ccc12 | 0.0 | 5.5 | 1.8 | 0.4
O=C(NCc1ccccc1Cl)c1ccc2c(c1)[nH]c(=S)n1c3ccccc3nc21 | 0.5 | 17.8 | 0.9 | 13.8
COc1ccc(-c2cc(C(F)(F)F)n3nc(C(=O)N4CCCCC4)cc3n2)cc1 | 0.0 | 1.3 | -1.0 | -5.3
COc1ccc(-c2nnc(SCc3nc4ccc(Cl)cc4n3CCO)o2)cc1OC | -0.1 | 4.5 | 1.0 | 6.2
Cc1ccc(/C=C/C2=NC(=C\c3cccc(Br)c3)/C(=O)O2)cc1 | 0.2 | -3.2 | 0.0 | 11.2
CCOC(=O)C1=C(C)NC(N)=C(C#N)C1c1ccc(F)cc1 (centres undefined) | -0.1 | 3.0 | -0.2 | 0.8
CCCNc1nc(Nc2nc3ccccc3n2C)nc2c1ncn2C(C)C | -0.1 | 4.4 | 0.0 | 0.5
OCCC1CN(Cc2nc(-c3ccccc3)cs2)CCN1Cc1ccccc1F (centres undefined) | 0.0 | 7.3 | 0.7 | -2.7
CC(=O)C1=C(C)OC(N)=C(C#N)C1c1ccc(C#N)cc1 (centres undefined) | 0.1 | 8.1 | 0.4 | 5.2
CC(C)CCn1c(N2CCCCCC2)nc2c1c(=O)n(CC(N)=O)c(=O)n2C | 1.6 | 2.6 | -1.2 | 22.6
O=C(O)CCCNC(=O)/C(=C\c1ccc([N+](=O)[O-])cc1)NC(=O)c1ccco1 | 0.2 | -2.6 | -0.8 | -3.3
CCN1CCCC1CNC(=O)c1cc(COc2ccc(C(C)=O)cc2)on1 (centres undefined) | 0.2 | 8.8 | 0.6 | -10.1
O=C(CSc1n[nH]c(-c2ccco2)n1)c1ccc(O)cc1O | 0.1 | -8.7 | 0.1 | 3.8
CCOc1ncccc1C(=O)OCC(=O)c1cc(OC)c(OC)c(OC)c1 | 0.1 | 2.1 | 2.5 | 3.7
Cc1cc(C)nc(NS(=O)(=O)c2ccc(NC(=O)c3sc4nc5c(cc4c3N)CCCC5)cc2)n1 | 0.0 | 1.2 | -0.2 | 13.3
O=S(=O)(NCCN1CCN(S(=O)(=O)c2ccccc2F)CC1)c1ccccc1F | -0.4 | -8.0 | 0.5 | 3.5
O=C1NC(=Nc2ccc(Br)cc2)SC1Cc1cccc2ccccc12 (centres undefined) | 0.2 | 12.7 | -0.1 | 2.0
Cc1nnc(N(Cc2ccco2)C(=O)c2cccnc2)s1 | 0.5 | 3.5 | -0.8 | 4.1
Cc1ccc(OC(=O)c2ccccc2Br)c(-n2nc3ccccc3n2)c1 | 0.0 | -29.4 | -1.1 | 13.6
CCN(Cc1c(C(=O)N2CCCCC2)nc2sccn12)CC1CCCO1 (centres undefined) | 0.1 | -4.4 | 0.6 | -2.8
COc1cc(OC)nc(Oc2cccc(C)c2/C=N/NC(=O)c2ccccn2)n1 | 0.1 | -44.7 | 6.0* | 14.0
Cn1c(=O)c(=O)n(C)c2cc(S(=O)(=O)CCC(=O)Nc3ccc(F)cc3)ccc21 | -0.1 | -3.8 | -0.1 | 12.8
CC(C)c1ccc(OCC(=O)Nc2cc(C(=O)O)cc(C(=O)O)c2)cc1 | -0.4 | 1.2 | -0.1 | -12.2
COC(=O)c1c(OCCCN(C)C)cc(=O)n2c1CCN(C(=O)c1ccoc1C)CC2 | 0.4 | 6.5 | 0.9 | -4.0
CCC(CO)NC1=C([N+](=O)[O-])C(=O)CC(C)(C)C1 (centres undefined) | -0.1 | -15.6 | 0.7 | 1.3
O=C1[C@@H]2CSC(c3ccc(Br)cc3)N2C(=S)N1c1ccc(Cl)cc1 (some centres undefined) | 0.0 | 4.0 | -0.1 | -8.7
Cc1cc(C)n2nc(SCC(=O)NC3CCC(C)CC3)nc2n1 (centres undefined) | 0.6 | 1.4 | -1.5 | 3.8
Nc1ccc(S(=O)(=O)NC2CCS(=O)(=O)C2)cc1 (centres undefined) | 0.1 | 0.2 | -0.9 | 4.7
Cc1cccc(OCC(O)CNC(C)(C)CO)c1C (centres undefined) | -0.1 | 6.7 | 0.3 | -9.7
CCN1CCN(CCCNC(=O)c2cc3c(=O)[nH]c4ccc(C)cc4c3s2)CC1 | -0.3 | -0.2 | 0.0 | 1.6
NC(=O)c1ccc(NC(=O)COC(=O)CN2C(=O)c3ccccc3C2=O)cc1 | 0.6 | 18.9 | 0.3 | 14.5

Structural class, the entries above containing bromine.
SMILES | FBW7 act | TEAD-YAP block | GPR151 activ | MITF inh
Cc1ccc(OCC(=O)Nc2ccccc2C(N)=O)c(Br)c1 | -0.1 | -61.5 | -0.5 | 6.3
N#CC1=C(N)N(c2ccc(S(N)(=O)=O)cc2)C2=C(C(=O)CCC2)C1c1ccc(Br)s1 (centres undefined) | 0.7 | -2.2 | 0.1 | 12.7
Cc1ccc(/C=C/C2=NC(=C\c3cccc(Br)c3)/C(=O)O2)cc1 | 0.2 | -3.2 | 0.0 | 11.2
O=C1NC(=Nc2ccc(Br)cc2)SC1Cc1cccc2ccccc12 (centres undefined) | 0.2 | 12.7 | -0.1 | 2.0
Cc1ccc(OC(=O)c2ccccc2Br)c(-n2nc3ccccc3n2)c1 | 0.0 | -29.4 | -1.1 | 13.6
O=C1[C@@H]2CSC(c3ccc(Br)cc3)N2C(=S)N1c1ccc(Cl)cc1 (some centres undefined) | 0.0 | 4.0 | -0.1 | -8.7

Further entries follow:
SMILES | FBW7 act | TEAD-YAP block | GPR151 activ | MITF inh
CSc1ncc(Cl)c(C(=O)N(C)c2ccccc2)n1 | -0.1 | -2.8 | 0.7 | -8.2
CC(C)(C)c1ccc(OCCOc2ccc(/C=C3/NC(=S)NC3=O)cc2)cc1 | 0.2 | 3.1 | -1.2 | 13.3
COc1ccc(C(c2c(C)[nH]c3ccccc23)c2c(C)[nH]c3ccccc23)cc1C | -0.1 | 3.0 | 1.5 | 13.6
O=C(O)c1cccc(NC(=O)c2cccc(NC(=O)c3cccc(Cl)c3)c2)c1 | 0.1 | 0.1 | -0.6 | -12.3
CSc1ccc(S(=O)(=O)Nc2ccc(N3CCOCC3)c(Cl)c2)cc1 | -0.1 | 12.4 | -1.3 | 6.2
CCOc1ncccc1C(=O)Nc1ccc2c(C)cc(=O)oc2c1 | 0.2 | -3.4 | -1.1 | 5.3
COc1ccccc1CNC(=O)Nc1cc(Cl)ccc1Cl | -0.1 | 4.9 | 0.7 | 1.7
CC(C)C[C@H]1NC(=O)[C@@H]2C[C@H](NC(=O)c3ccc(C(F)(F)F)cc3)CN2C1=O | 0.2 | -11.8 | 0.7 | -6.9
OC(CNCCc1cccs1)COc1ccccc1 (centres undefined) | 0.0 | 1.7 | 1.2 | -4.4
O=C(CSc1nc(-c2cccc([N+](=O)[O-])c2)cs1)Nc1ccc2c(c1)OCCO2 | 0.0 | 6.2 | -2.8 | 0.3
